Screening results from PubChem BioAssay.
ATG4B inhibitor – ATG4B protease inhibitors, primary screen, biochemical, fluorescence, uHTS. ATG4B cleavage of LC3-PLA2, NBD-HPC fluorescence, 1 h. actives 0.51% (n = 340,000). inhibition, % at 8.33 µM. Cysteine protease ATG4B (Homo sapiens), Q9Y4P1; in the data active means inhibition above about 40%
Target sequence (Q9Y4P1 whole entry, looked up): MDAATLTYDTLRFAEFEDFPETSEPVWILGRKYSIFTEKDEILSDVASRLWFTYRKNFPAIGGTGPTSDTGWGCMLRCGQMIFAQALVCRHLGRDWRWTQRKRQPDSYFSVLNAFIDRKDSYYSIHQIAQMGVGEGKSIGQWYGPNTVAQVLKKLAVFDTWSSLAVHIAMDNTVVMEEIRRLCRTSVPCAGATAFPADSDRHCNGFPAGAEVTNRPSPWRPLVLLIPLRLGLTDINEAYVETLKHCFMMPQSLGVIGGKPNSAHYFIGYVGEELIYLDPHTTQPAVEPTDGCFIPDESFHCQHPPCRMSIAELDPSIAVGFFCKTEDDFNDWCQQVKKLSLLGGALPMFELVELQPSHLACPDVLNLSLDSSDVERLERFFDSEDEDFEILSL
* = called active by the depositor. The list is partial, so the mix of outcomes need not match the whole.

Start of the data: the first two entries, to show the layout:
1	COc1ccc(C2c3cc4c(cc3OC(N3CCOCC3)C2C)OCO4)c(OC)c1 (stereo not drawn)
  ATG4B inhibitor: 6.8
2	Cc1cccn2c(=O)c3cc(C#N)c(=O)n(Cc4cccnc4)c3nc12
  ATG4B inhibitor: -0.8

This part in full, previewed entries included:
1	COc1ccc(C2c3cc4c(cc3OC(N3CCOCC3)C2C)OCO4)c(OC)c1 (stereo not drawn)
  ATG4B inhibitor: 6.8
2	Cc1cccn2c(=O)c3cc(C#N)c(=O)n(Cc4cccnc4)c3nc12
  ATG4B inhibitor: -0.8
3	CC1=N/C(=C/c2ccco2)C(=O)O1
  ATG4B inhibitor: -8.1
4	O=[N+]([O-])c1ccc(C=NNC(=S)Nc2ccc(F)cc2)cc1
  ATG4B inhibitor: -3.6
5	S=c1[nH]nc(COc2ccccc2)n1-c1ccc(Cl)cc1
  ATG4B inhibitor: -4.1
6	CC(=O)c1c(C)oc2c1C(=O)c1ccccc1C2=O
  ATG4B inhibitor: -10.2
7	Oc1ccc(C2C=C(c3ccc(F)cc3)Nc3ncnn32)cc1 (stereo not drawn)
  ATG4B inhibitor: -0.9
8	COc1ccc(C=CC(C)=NNC(=O)c2ccncc2)cc1
  ATG4B inhibitor: 0.5
9	Cc1ccc(/C=C2\SC(=S)N(CCC(=O)NNS(=O)(=O)c3ccc(C)cc3)C2=O)cc1
  ATG4B inhibitor: 7.6
10	CCN(CC)S(=O)(=O)c1ccc2c(c1)c(=O)c(C(=O)NCc1cccs1)cn2C
  ATG4B inhibitor: -11.3
11	Cc1cc(C([O-])=C(C(=S)Nc2ccc(F)cc2)[n+]2ccccc2)c(C)n1-c1ccc(F)cc1
  ATG4B inhibitor: -6.5
12	Cc1nc2ccc(NC(=O)c3cc(S(=O)(=O)N(C)c4ccccc4)ccc3Cl)cc2s1
  ATG4B inhibitor: 13.0
13	O=C(Nc1nnc(SCc2ccc(F)cc2)s1)c1ccc2ncsc2c1
  ATG4B inhibitor: -8.7
14	O=C(CN1CCN(CC(=O)c2ccccc2)CC1)c1ccccc1
  ATG4B inhibitor: 1.7
15	C=C1C(=O)OC2C1CCC(C)C1C=CC(=O)C12C (stereo not drawn)
  ATG4B inhibitor: -1.8
16	CCN(C(=O)COC(=O)CCCOc1ccc(Cl)cc1C)c1c(N)n(Cc2ccccc2)c(=O)[nH]c1=O
  ATG4B inhibitor: -1.4
17	CC1CCC(NC(=O)c2cc3c(s2)CS(=O)(=O)C3)CC1 (stereo not drawn)
  ATG4B inhibitor: 9.4
18	COC(=O)Cc1cc(=O)n2c(nc3ccccc32)[nH]1
  ATG4B inhibitor: 2.8
19	Cc1cccc(C)c1NC(=O)COC(=O)c1c2c(nc3ccccc13)/C(=C\c1ccc3c(c1)OCO3)CCC2
  ATG4B inhibitor: 44.2*
20	COc1cc2c(cc1OC)C(Cc1cc(OC)c(OC)cc1[N+](=O)[O-])=NCC2
  ATG4B inhibitor: 4.2
21	c1ccc2scnc2c1
  ATG4B inhibitor: 2.2
22	O=C(O)CC/C(=N\Nc1ccc(S(=O)(=O)N2CCCC2)cc1[N+](=O)[O-])c1cccs1
  ATG4B inhibitor: 3.0
23	Cc1ccc(NC(=S)NC(=O)c2ccccc2)cc1NC(=S)NC(=O)c1ccccc1
  ATG4B inhibitor: -1.8
24	Cc1n[nH]c(C)c1CCc1nc2c3ccccc3nc(SCC(N)=O)n2n1
  ATG4B inhibitor: -10.8
25	Cc1ccc(N2CC(C(=O)N3CCN(c4ccccn4)CC3)CC2=O)cc1 (stereo not drawn)
  ATG4B inhibitor: -8.1

26	Cn1c(=O)oc2cc(S(=O)(=O)N3CCC(C(=O)N4CC=C(c5ccccc5)CC4)CC3)ccc21
  ATG4B inhibitor: 0.1
27	CC(=O)c1ccc(NC(=O)CSc2ccsc2[N+](=O)[O-])cc1
  ATG4B inhibitor: 18.0
28	CCCCCCCCCCCCCCCC(O)C[N+](C)(C)CCO (stereo not drawn)
  ATG4B inhibitor: 54.6*
29	O=C(c1ccccc1)N(c1ccccc1)c1nccc2ccccc12
  ATG4B inhibitor: -3.9
30	O=C1c2ccccc2C(=O)C1C(=O)C1CC1
  ATG4B inhibitor: -1.9
31	CC(C)n1c(SCC(N)=O)nc2c1c(=O)[nH]c(=O)n2C
  ATG4B inhibitor: -5.3
32	CCOC(=O)CCCCCCCCC(=O)Nc1ccc(-n2[nH]c(=O)cc2C)cc1
  ATG4B inhibitor: 4.8
33	C#CCOCCOCCOCCNc1nc(N2CCN(C(=O)Cn3cc(CC(C)O)nn3)CC2)nc(N2CCN(C(=O)[C@H](C)n3cc(CCC(=O)O)nn3)CC2)n1 (stereo partly drawn)
  ATG4B inhibitor: -2.1
34	CCN(C(=O)CSc1nnc(-c2ccccc2Cl)n1N)c1c(N)n(Cc2ccccc2)c(=O)[nH]c1=O
  ATG4B inhibitor: -5.4
35	CCN1C(=O)[C@H]2[C@H]3CN=C(SC)N3[C@@](C)(C(=O)OC)[C@H]2C1=O
  ATG4B inhibitor: -4.3
36	CCCCn1c(N)c(N(CCOC)C(=O)COC(=O)c2ccccc2NCCO)c(=O)[nH]c1=O
  ATG4B inhibitor: -4.7
37	C/C(=N\NC(=O)c1cccc(N/N=C(\C)c2ccccc2)c1)c1ccccc1
  ATG4B inhibitor: 8.4
38	CCOC(=O)N1CCC(NC(=O)c2ccc3nc(N4CCOCC4)sc3c2)CC1
  ATG4B inhibitor: 4.8
39	S=c1[nH]cc(Oc2ccc(Cl)cc2Cl)c(=S)[nH]1
  ATG4B inhibitor: -2.7
40	COc1ccc(N2CCN(C(c3ccccc3OC)c3nnnn3C3CCCC3)CC2)cc1 (stereo not drawn)
  ATG4B inhibitor: -3.7
41	COc1ccc(NCC(=O)N/N=C2\CCCC(C)C2)cc1 (stereo not drawn)
  ATG4B inhibitor: -6.6
42	CCCCN(C(=O)CSCC(=O)Nc1ccc(OC)cc1)c1c(N)n(CC(C)C)c(=O)[nH]c1=O
  ATG4B inhibitor: -15.2
43	CCC(c1ccc(O)c(O)c1)C(CC)c1ccc(O)c(O)c1 (stereo not drawn)
  ATG4B inhibitor: -4.6
44	O=C(CNS(=O)(=O)c1ccc(Br)s1)N1CCN(c2ncccn2)CC1
  ATG4B inhibitor: -6.7
45	CC1(O)CC(C)(C)C(C#N)C(=O)N1 (stereo not drawn)
  ATG4B inhibitor: -1.3
46	CC(=O)Nc1ccc(S(=O)(=O)N(C)c2ccc(OCC(=O)NCCc3ccccc3F)cc2)cc1
  ATG4B inhibitor: -8.2
47	COc1cc(/C=C2\SC(=O)N(CC(=O)Nc3cccc(C)c3)C2=O)cc([N+](=O)[O-])c1O
  ATG4B inhibitor: 32.5
48	COc1ccccc1CN(C)C(=O)CNC(=O)c1cccc(Cl)c1
  ATG4B inhibitor: -5.0
49	Cc1cc(C)c2c(N)c3cccc(C)c3nc2n1
  ATG4B inhibitor: -1.6
50	CCOC(=O)C1C(=O)NC(C(=O)OCC)(C(=O)OCC)C1CC (stereo not drawn)
  ATG4B inhibitor: -5.3

6 compounds out of the list, ordered by count of non-hydrogen atoms, lowest first:
49	Cc1cc(C)c2c(N)c3cccc(C)c3nc2n1
  ATG4B inhibitor: -1.6
31	CC(C)n1c(SCC(N)=O)nc2c1c(=O)[nH]c(=O)n2C
  ATG4B inhibitor: -5.3
29	O=C(c1ccccc1)N(c1ccccc1)c1nccc2ccccc12
  ATG4B inhibitor: -3.9
32	CCOC(=O)CCCCCCCCC(=O)Nc1ccc(-n2[nH]c(=O)cc2C)cc1
  ATG4B inhibitor: 4.8
40	COc1ccc(N2CCN(C(c3ccccc3OC)c3nnnn3C3CCCC3)CC2)cc1 (stereo not drawn)
  ATG4B inhibitor: -3.7
33	C#CCOCCOCCOCCNc1nc(N2CCN(C(=O)Cn3cc(CC(C)O)nn3)CC2)nc(N2CCN(C(=O)[C@H](C)n3cc(CCC(=O)O)nn3)CC2)n1 (stereo partly drawn)
  ATG4B inhibitor: -2.1

Further entries
51	CNC(=S)NN=C(C)c1ccc(OC)cc1O
  ATG4B inhibitor: 4.5
52	CN(C(=O)c1cccc(C#N)c1)c1nnc(-c2ccncc2)s1
  ATG4B inhibitor: 4.5
53	CCOC(=O)C1CCCN(C(=O)c2ccc(-c3ccccc3Cl)o2)C1 (stereo not drawn)
  ATG4B inhibitor: 3.6
54	Nc1nc(SCc2ccccc2)c2ncn(C3CCCCC3)c2n1
  ATG4B inhibitor: 6.0
55	O=C(O)CSCC(=O)Nc1ccccc1SCCS(=O)(=O)c1ccc(Cl)cc1
  ATG4B inhibitor: -7.5

In a second layout: entries from further up.
nr | ATG4B inhibitor | compound
28 | 54.6* | CCCCCCCCCCCCCCCC(O)C[N+](C)(C)CCO (stereo not drawn)
29 | -3.9 | O=C(c1ccccc1)N(c1ccccc1)c1nccc2ccccc12
